Bioassay records (PubChem BioAssay)
Pol iota inh: DNA polymerase iota (human) inhibition; Q9UNA4; Pol iota fluorescent replication assay, 10 min; Potency, µM (highest dose often 115 µM), for the others: at the top dose activity, negative = inhibition, hits mostly inhibitors; actives 1% (n = 390,000); AID 588590; also: potency is read from the fitted curve at half-maximal effect
Target sequence (Q9UNA4 whole entry, looked up): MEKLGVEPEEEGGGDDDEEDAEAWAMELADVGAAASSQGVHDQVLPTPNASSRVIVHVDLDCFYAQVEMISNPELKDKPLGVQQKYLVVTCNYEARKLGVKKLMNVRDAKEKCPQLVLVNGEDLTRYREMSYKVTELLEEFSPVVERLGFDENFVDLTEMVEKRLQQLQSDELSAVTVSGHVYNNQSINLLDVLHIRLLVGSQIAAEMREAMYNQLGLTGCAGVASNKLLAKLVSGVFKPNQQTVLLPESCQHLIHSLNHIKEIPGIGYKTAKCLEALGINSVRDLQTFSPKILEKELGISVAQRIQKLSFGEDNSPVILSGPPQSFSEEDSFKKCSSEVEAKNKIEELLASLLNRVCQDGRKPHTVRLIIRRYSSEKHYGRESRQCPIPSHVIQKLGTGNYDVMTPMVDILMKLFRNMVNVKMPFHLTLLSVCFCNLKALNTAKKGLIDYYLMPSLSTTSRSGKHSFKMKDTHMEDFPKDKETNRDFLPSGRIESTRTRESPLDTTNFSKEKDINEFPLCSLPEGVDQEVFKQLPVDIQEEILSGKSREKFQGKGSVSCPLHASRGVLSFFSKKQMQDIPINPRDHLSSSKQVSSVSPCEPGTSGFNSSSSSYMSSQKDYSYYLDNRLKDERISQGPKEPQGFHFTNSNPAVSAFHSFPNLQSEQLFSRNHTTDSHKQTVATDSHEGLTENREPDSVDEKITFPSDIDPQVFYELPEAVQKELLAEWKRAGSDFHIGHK
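Pol iota at 10 nM preincubated 15 min with compounds at room temperature; reaction started with fluorescent substrate, 50 nM final. Fluorescence read kinetically at 0 and 10 min; buffer-only wells as negative control.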
APEX1 inh: inhibitors of human APE1 endonuclease. P27695. recombinant APE1, TAMRA/BHQ-2 abasic DNA cleavage fluorescence. Potency, µM (doses to about 65.8 µM), inactives show at the top dose activity change, negative = inhibition, usual class: inhibitors. actives 0.35% (n = 350,000). AID 2517;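 also: potency is read from the fitted curve at half-maximal effect; plate controls were vehicle for no effect and reference inhibitor for full effect; nearly all actives have a fitted effect of over 55% in size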
Target sequence (P27695 whole entry, looked up): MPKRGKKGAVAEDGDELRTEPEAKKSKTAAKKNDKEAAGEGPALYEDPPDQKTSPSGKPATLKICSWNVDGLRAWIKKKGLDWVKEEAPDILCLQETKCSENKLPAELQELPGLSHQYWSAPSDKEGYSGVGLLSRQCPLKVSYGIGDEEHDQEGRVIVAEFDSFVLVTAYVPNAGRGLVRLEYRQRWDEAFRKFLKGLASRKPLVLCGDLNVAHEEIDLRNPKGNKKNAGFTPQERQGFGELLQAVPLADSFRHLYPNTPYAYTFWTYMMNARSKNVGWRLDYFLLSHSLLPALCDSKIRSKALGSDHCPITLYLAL
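Quantitative HTS: incision of a TAMRA/BHQ-2 double-stranded substrate bearing a tetrahydrofuran abasic site by 0.75 nM APE1 raises fluorescence. Substrate 50 nM final, added after 15 min compound preincubation at room temperature; progress as third-minus-first kinetic read difference.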
LDHA inh: inhibitors of human lactate dehydrogenase A; actives 0.15% (n = 480,000); activity change, % (values are at about 110 or 230 µM); P00338; purified LDHA, NADH/diaphorase-resazurin fluorescence; hits give low values; in the data active = activity change below about -30%; inconclusive = mostly about -25% to -30%;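 also: plate controls were DMSO wells for no effect and wells without enzyme for full effect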
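Resorufin fluorescence (ex540/em590), read at 0 and 20 min after diaphorase/resazurin addition, reports the NADH left after a 5 min room-temperature reaction of 2 nM human LDH5 with 0.06 mM NADH and 0.2 mM pyruvate.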
POLK inh: DNA polymerase kappa (human) inhibition; Q9UBT6; purified Pol kappa, fluorescent DNA synthesis assay, 10 min; Potency, µM (titrated, usually from 107 µM), without a hit: at the highest dose activity, negative = inhibition, most hits filed as inhibitors; actives 0.53% (n = 400,000); also: potency is read from the fitted curve at half-maximal effect; % is scaled to controls: 0 for no effect and ±100 for the full control effect
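Readout: fluorescence, taken kinetically at 0 and 10 min. Conditions: 10 nM Pol kappa, 15 min RT compound preincubation, 50 nM substrate final. Controls: enzyme-free buffer wells.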
POLB inh: DNA polymerase beta (human) inhibition | P06746 | AID 485314 | actives 1.3% (n = 340,000) | Pol beta primer extension/strand displacement, fluorescence kinetic | Potency, µM (titrated, usually from 114 µM), without a hit: top-dose activity change, negative = inhibition, hits mostly inhibitors; also: potency is read from the fitted curve at half-maximal effect; % is scaled to controls: 0 for no effect and ±100 for the full control effect
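10 nM enzyme + cpd, 15 min RT; start with substrate 50 nM final; read 0 min and after 10 min RT. Corrected, normalized data; 4-parameter Hill curve fit.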
Pol eta inh: DNA polymerase eta (human) inhibition | Q9Y253 | recombinant Pol eta, fluorescent DNA replication assay | Potency, µM (titrated, usually from 114 µM), for the others: at the top dose activity change, negative = inhibition, most hits filed as inhibitors | actives 1.2% (n = 390,000) | AID 588591; also: potency is read from the fitted curve at half-maximal effect; % is scaled to controls: 0 for no effect and ±100 for the full control effect
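Pol eta (10 nM) was preincubated with compounds for 15 min at room temperature, after which fluorescent replication substrate (50 nM final) was added to start the reaction. Fluorescence was read kinetically at 0 and 10 min.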
BLM helicase inh: inhibitors of human Bloom syndrome helicase BLM; P54132; recombinant BLM DNA unwinding, fluorescence dequenching; Potency, µM (doses to about 56.1 µM), inactives show at the top dose activity change, negative = inhibition, actives largely listed as inhibitors; actives 0.2% (n = 350,000);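 also: potency is read from the fitted curve at half-maximal effect; plate controls were vehicle for no effect and no enzyme for full effect; nearly all actives have a fitted effect of over 35% in size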
Apoferritin bind: binds horse apoferritin like a general anesthetic | P02791 | Potency, µM (series often up to 77.5 µM), for inactives: at the highest dose activity change, negative = displacement, most hits filed as inhibitors | actives 0.074% (n = 350,000) | apoferritin/1-aminoanthracene competitive binding, fluorescence; also: potency is read from the fitted curve at half-maximal effect; % is scaled to controls: 0 for no effect and ±100 for the full control effect; nearly all actives have a fitted effect of over 20% in size
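In PBS, apoferritin at 10 uM is loaded with 1-AMA from a 50% saturated solution. After 10 min of compound exposure at ambient temperature, reduced 535 nm fluorescence indicates probe displacement.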
GRP78 ERSR act: inducers of ER stress response in human glioma cells | U87-MG GRP78 promoter luciferase reporter, 16 h | Potency, µM, inactives show top-dose activation, actives largely listed as activators | actives 0.02% (n = 420,000) | AID 602332; also: potency is read from the fitted curve at half-maximal effect; series mostly up to about 76 µM; % of control where 0% means no effect; nearly all actives have a fitted effect of over 35% in size
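Stably transfected U87-MG glioma cells carrying a GRP78-based luciferase sensor; 16 h compound incubation. Luminescence end-point read 10 min after Bright-Glo addition at room temperature.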
Active calls of the source: *; ? = inconclusive; · = no result given; & = joins results of further samples; [ ] = dose if it differs, or a comment. Unless noted, calls follow the shape of the dose curve; as a rule, active = well fitted curve in the direction sought with a large enough effect; inconclusive = small, poorly fitted or top-dose-only effect, or another doubt; inactive = no such curve, though single readings can be large; an effect the other way counts as inactive or inconclusive.

(1) CC1OC(O[C@H]2CC[C@]3(C)C4C=C[C@]56OC[C@@]7(CC[C@@H](C)[C@H](C)C75)[C@H](O)C[C@@]6(C)[C@]4(C)CC[C@H]3C2(C)C)C(OC2OC(CO)C(O)C(O)C2OC2OCC(O)C(O)C2O)C(O)C1O (stereo partly specified)
(2) Cc1ccc2c(c1)C(=O)C(=O)N2c1ccc(Cl)cc1
(3) N#C/C(=N\Nc1ccccc1Cl)C(=O)c1ccccc1
(4) Cc1nc2ccccc2c(C)c1C(=O)c1ccc(F)cc1
(5) Cc1ccc(S(=O)(=O)Oc2ccc(/C=C(/NC(=O)c3ccccc3)C(=O)NCC(=O)O)cc2)cc1
(6) O=C(Nc1cccc(Cl)c1Cl)C1CCN(c2ncccn2)CC1
(7) CCOC(=O)c1cc(C)n(Cc2ccccc2)c1C
(8) Cc1[nH]n(-c2ccc(Cl)cc2)c(=O)c1N=Nc1cccnc1

| assay / compound | 1 | 2 | 3 | 4 | 5 | 6 | 7 | 8 |
| --- | --- | --- | --- | --- | --- | --- | --- | --- |
| GRP78 ERSR act | · | 15% | 0% | -4% | 1% | -7% | 4% | 3% |
| Apoferritin bind | -11% | · | -13% | -10% | -10% | 5% | -19% | -2% |
| APEX1 inh | 8% | -3% | -1% | -1% | -5% | 10% | 7% | 4% |
| BLM helicase inh | -5% | · | 1% | -3% | 1% | -1% | -5% | -3% |
| Pol eta inh | · | -9% | -16% | -25% | 8% | -2% | -16% | -16% |
| LDHA inh | · | 4 | -7 | -4 | -15 | -5 | 3 | 0 |
| POLB inh | -14% | · | 6% | 15% | -24% | 33% | 2% | -27% |
| POLK inh | · | 3% | -2% | -6% | -16% | 0% | 1% | 8% |
| Pol iota inh | · | 53% | -3% | 107%[activator] | -18% | 8% | -1% | 29% |

(9) Cc1ccc(S(=O)(=O)N2CCCN(C)c3nc4ccccc4nc32)cc1
(10) Cc1ccccc1NC(=S)N(CCc1c(C)[nH]c2ccc(F)cc12)Cc1ccncc1
(11) COc1ccccc1N(CC(=O)NCCc1ccccc1)C(=O)CCC(=O)Nc1cc(C)ccn1
(12) CC(C)(C)[C@@H]1CCC(=O)N(CC[C@H](Sc2ccc(Br)cc2)c2ccccc2)CC1
(13) CC(=O)Nc1ccc(NC(=O)c2ccc(COc3ccc(Cl)cc3Cl)o2)cc1
(14) C#CCOCCOCCOCCNc1nc(N2CCN(C(=O)[C@H](CCC(=O)O)n3cc(C(N)CO)nn3)CC2)nc(N2CCN(C(=O)[C@H](Cc3cc4ccccc4[nH]3)n3cc(C(N)[C@H](C)CC)nn3)CC2)n1 (stereo partly specified)
(15) CCOC(=O)N1CCN(C(=O)c2ccc3c(c2)N(Cc2cc(C)ccc2C)C(=O)c2ccccc2S3=O)CC1 (stereo unspecified)
(16) CCCCC(=O)Nc1cccc(NC(=S)NC(C)=O)c1

| assay / compound | 9 | 10 | 11 | 12 | 13 | 14 | 15 | 16 |
| --- | --- | --- | --- | --- | --- | --- | --- | --- |
| GRP78 ERSR act | -2% | -8% | -3% | 3%&5% | -4% | -4% | -3%&-1% | -5% |
| Apoferritin bind | · | -3% | -6% | · | -4% | -2% | ? | -6% |
| APEX1 inh | -27% | -4% | 11% | -13% | · | -5% | 86%[activator] | 2% |
| BLM helicase inh | · | -6% | -2% | · | -9% | 1% | -1%&-7% | 1% |
| Pol eta inh | -23% | -8% | -11% | -16% | -20% | -13% | -20%&-14% | -10% |
| LDHA inh | 1 | 3 | -8 | 5 | 0 | 1 | -1&-2 | -6 |
| POLB inh | · | -19% | 13% | · | ? | 20% | -1%&37% | 13% |
| POLK inh | -11% | 0% | 2% | 7%&-1% | -10% | -8% | 0%&4% | -23% |
| Pol iota inh | 13% | 69%[activator] | 102%[activator] | 39%&22% | ? | ? | -7%&22% | -6% |

Whole records as entered above:
CCCCC(=O)Nc1cccc(NC(=S)NC(C)=O)c1 is listed with GRP78 ERSR act = -5%; Apoferritin bind = -6%; APEX1 inh = 2%; BLM helicase inh = 1%; Pol eta inh = -10%; LDHA inh = -6; POLB inh = 13%; POLK inh = -23%; Pol iota inh = -6%
Cc1ccc(S(=O)(=O)N2CCCN(C)c3nc4ccccc4nc32)cc1 is listed with GRP78 ERSR act = -2%; Apoferritin bind = ·; APEX1 inh = -27%; BLM helicase inh = ·; Pol eta inh = -23%; LDHA inh = 1; POLB inh = ·; POLK inh = -11%; Pol iota inh = 13%

Additional results
(17) CC(=O)c1cc2ccccc2oc1=O
(18) Cc1ccc(-c2c(C#N)c(N)n3c(nc4ccccc43)c2C#N)cc1
(19) COc1ccccc1NC(=O)C1CCN(c2cnccn2)CC1
(20) Cc1cc(NC(=O)CSc2nc(=O)cc(N)n2-c2ccc(F)cc2)no1
(21) CCOC(=O)c1sc(Nc2nc3c(F)cccc3s2)cc1C
(22) CC(=O)c1cnn(-c2nc3c(C)cccc3s2)c1C
(23) O=C1CCCCC1
(24) CC(=O)Nc1ccc(NC(=O)Cn2cnc(S(=O)(=O)N3CCOCC3)c2)cc1

| assay / compound | 17 | 18 | 19 | 20 | 21 | 22 | 23 | 24 |
| --- | --- | --- | --- | --- | --- | --- | --- | --- |
| GRP78 ERSR act | -2%&-4% | -5% | -3% | -1% | 1% | 7% | -3% | -3% |
| Apoferritin bind | -12%[29.3 µM] | 6% | -8% | -3% | 6% | 5% | · | 1% |
| APEX1 inh | 23% | -8% | · | 5% | 4% | 18% | -14%&3% | 82%[activator] |
| BLM helicase inh | 2%[21.4 µM] | -13% | 3% | -2% | -13% | -10% | · | 0% |
| Pol eta inh | -15% | ? | -13% | -21% | -10% | ? | -14% | -10% |
| LDHA inh | 2 | -19 | -10 | -5 | -4 | -9 | -4 | -2 |
| POLB inh | · | -10% | 29% | 86% | 17% | 20% | · | -2% |
| POLK inh | 2% | -10% | 2% | -26% | 2% | -11% | 12% | 11% |
| Pol iota inh | -13% | ? | 18% | ? | 4% | 1% | 28% | 17% |

(25) COc1cc(NS(=O)(=O)c2ccc(NC(=O)/C(=C/c3ccccc3Cl)NC(=O)c3ccccc3)cc2)nc(OC)n1
(26) O=C1c2oc3ccccc3c(=O)c2C(c2ccc(O)cc2)N1Cc1ccc2c(c1)OCO2 (stereo unspecified)
(27) CC(C)Cc1cc(-c2ccco2)c(C#N)c(N)n1
(28) O=C(O)/C=C\C(=O)Nc1ccccc1C(=O)N1CCN(c2ccc(Cl)cc2)CC1
(29) CC(C)OC(=O)CSc1nc(Cc2ccccc2)nc2ccccc12
(30) CCN(CCCNc1ncnc2nc[nH]c12)c1cccc(C)c1
(31) O=C1c2ccccc2CN1c1ccccc1
(32) O=C(c1cccs1)N(Cc1cccc(Cl)c1)C1CCS(=O)(=O)C1 (stereo unspecified)

| assay / compound | 25 | 26 | 27 | 28 | 29 | 30 | 31 | 32 |
| --- | --- | --- | --- | --- | --- | --- | --- | --- |
| GRP78 ERSR act | -2% | -3% | -7% | 3% | -4% | -3% | 2% | -3% |
| Apoferritin bind | -5% | 1% | -6% | -7% | ? | -1% | -13% | -18% |
| APEX1 inh | -8% | · | 11% | 4% | -1% | -2% | 2% | 2% |
| BLM helicase inh | 2% | -8% | -4% | 2% | -11% | 0% | 0% | -1% |
| Pol eta inh | ? | 2% | -15% | -3% | -13% | -4% | -10% | -10% |
| LDHA inh | -1 | -8 | -5 | -5 | -6 | 4 | -3 | -10 |
| POLB inh | -10% | -28% | 0% | -1% | -8% | 4% | -1% | -18% |
| POLK inh | -3% | 0%[60.1 µM] | -17% | 0% | -7% | -9% | 5% | -5% |
| Pol iota inh | 9% | 9% | -11% | -7% | -19% | 4% | 28% | 16% |

Just POLK inh and APEX1 inh, for some of the entries so far:
no. | compound | POLK inh | APEX1 inh
30 | CCN(CCCNc1ncnc2nc[nH]c12)c1cccc(C)c1 | -9% | -2%
32 | O=C(c1cccs1)N(Cc1cccc(Cl)c1)C1CCS(=O)(=O)C1 (stereo unspecified) | -5% | 2%
29 | CC(C)OC(=O)CSc1nc(Cc2ccccc2)nc2ccccc12 | -7% | -1%
26 | O=C1c2oc3ccccc3c(=O)c2C(c2ccc(O)cc2)N1Cc1ccc2c(c1)OCO2 (stereo unspecified) | 0%[60.1 µM] | ·
27 | CC(C)Cc1cc(-c2ccco2)c(C#N)c(N)n1 | -17% | 11%

The list goes on.
(33) CC1(C)CC2CC(C)(CN2S(=O)(=O)c2ccccc2[N+](=O)[O-])C1 (stereo unspecified)
(34) O=C(O)c1cc(-c2cccs2)nn1-c1cccc(Cl)c1
(35) Cc1nnc(N/N=C/c2ccccc2O)n1N
(36) CCOC(=O)Nc1nc2ccc(Cn3cccc3)cc2[nH]1
(37) CCc1nn2c(=O)cc(N3CCN(c4cc(C)nc5ccccc45)CC3)nc2s1
(38) COc1ccc(Cl)cc1NC(=O)[C@@H]1CCCN1C(=O)c1cccs1
(39) CCCCCCCCOC(=O)/C=C/c1c(C)[nH]c(=O)[nH]c1=O
(40) O=C1C2CC=C(Cl)CC2C(=O)N1CC1Cc2ccccc2CO1 (stereo unspecified)
(41) CCc1ccc(OCC(=O)NNC(=O)c2cc3ccccc3o2)cc1

| assay / compound | 33 | 34 | 35 | 36 | 37 | 38 | 39 | 40 | 41 |
| --- | --- | --- | --- | --- | --- | --- | --- | --- | --- |
| GRP78 ERSR act | -3% | -2% | 2% | 0% | · | 2% | -5% | -8% | 0% |
| Apoferritin bind | · | 1% | 2% | · | -3% | -17% | -4% | -2% | -1% |
| APEX1 inh | 8% | -4% | -4% | · | 0% | 2% | 6% | 2% | 3% |
| BLM helicase inh | · | 4% | -1% | · | 4% | -5% | -2% | -25% | -25% |
| Pol eta inh | -27% | -2% | -11% | ? | · | -20% | -12% | -7% | 9% |
| LDHA inh | -1 | -10 | 8 | -4 | · | -6 | -5 | 1 | -10 |
| POLB inh | · | 6% | 0% | · | -12% | 13% | -1% | -1% | 25µM* |
| POLK inh | -3% | -3% | -19% | -10% | · | -11% | -20% | -5% | -23% |
| Pol iota inh | -15% | 71%[activator] | 14µM* | 19% | · | 9% | 15% | -13% | 33%[activator] |

An excerpt; rates above refer to the full screens.
